High-throughput results as filed in PubChem.
RTF Ca sens inh: cardiac RTF calcium desensitization | inhibition, % at 7.15 µM | actives 0.12% (n = 340,000) | IANBD-labeled cardiac RTF, Ca2+ fluorescence | P19429+P45379;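 active = inhibition above the mean inhibition of all tested compounds plus 3 SD, cut at about 17% in these data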;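 also: assay run at fixed EC70 calcium of 1.6 mM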
Arr AP2 block: inhibitors of human beta-arrestin and AP2 interaction | FITC-arrestin peptide / GST-AP2 beads, flow cytometry; AP2 beta2 appendage carries R879A mutation | inhibition, % at 10 µM | actives 0.31% (n = 340,000) | AID 504490;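 active = inhibition above a set limit, near 3 SD of compounds lacking own fluorescence, cut at about 54% in these data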;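 also: plate controls were DMSO wells for no effect and 5 µM unlabelled arrestin peptide for full effect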
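System: GST-AP2 R879A glutathione beads | Also added: FITC-arrestin peptide, 50 nM | Times: 12 min plus 1 h, RT | Signal: Bead flow cytometry, FITC channel | Buffer or medium: PBS with 0.05% Tween 20 and 0.1% BSA | Read-out basis: Percent drop in bead-associated FITC signal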
DAGLB inhibitor: blocks human DAGLB lipase activity. Q8NCG7. HEK293T DAGLB membrane lysate, EnzChek fluorogenic substrate. inhibition, % at 5.17 µM. actives 0.059% (n = 340,000). AID 504411; in the data active = inhibition above about 34%;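 also: 0% = enzyme with vehicle and 100% = wells lacking enzyme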
Target sequence (Q8NCG7 whole entry, looked up): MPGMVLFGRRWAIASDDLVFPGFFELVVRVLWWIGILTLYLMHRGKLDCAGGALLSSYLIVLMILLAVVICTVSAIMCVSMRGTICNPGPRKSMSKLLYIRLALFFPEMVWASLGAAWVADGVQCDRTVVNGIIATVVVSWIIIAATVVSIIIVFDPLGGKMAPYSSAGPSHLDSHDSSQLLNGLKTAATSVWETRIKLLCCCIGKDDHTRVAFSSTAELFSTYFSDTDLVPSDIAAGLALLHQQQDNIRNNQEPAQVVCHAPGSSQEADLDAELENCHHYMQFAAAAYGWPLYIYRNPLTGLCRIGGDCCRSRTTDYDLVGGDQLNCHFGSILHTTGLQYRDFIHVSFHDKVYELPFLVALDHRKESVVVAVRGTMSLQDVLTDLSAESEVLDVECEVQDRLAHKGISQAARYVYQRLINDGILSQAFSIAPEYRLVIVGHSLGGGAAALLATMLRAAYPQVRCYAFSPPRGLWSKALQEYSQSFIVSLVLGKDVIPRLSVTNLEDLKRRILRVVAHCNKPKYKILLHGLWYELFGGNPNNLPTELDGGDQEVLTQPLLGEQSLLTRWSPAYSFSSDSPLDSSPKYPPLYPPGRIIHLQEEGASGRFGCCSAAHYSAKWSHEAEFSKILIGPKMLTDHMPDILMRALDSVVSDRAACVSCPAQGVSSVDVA
PKA-R2B activ: PKA-R2B complex activation; P22694+P31323; PKA-R2B holoenzyme dissociation, Cy5-IP20 fluorescence polarization; R2B truncated from residue 108, S112A mutant; 0% DMSO only, 100% 113 µM cGMP; activation, % at 11.4 µM; actives 0.079% (n = 340,000); AID 504700;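 active = activation above a cutoff set at the mean over all compounds plus 3 SD, cut at about 18% in these data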;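 also: higher means more holoenzyme dissociation and a rise in polarization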
SR-BI DiI-HDL act: enhances SR-BI lipid uptake from DiI-HDL | actives 0.096% (n = 320,000) | CHO ldlA[mSR-BI] cells, DiI-HDL uptake fluorescence, 3 h; 100 = double the neutral-control signal | activation, % at 12.5 µM;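 active = mean replicate activation of at least 60% and every replicate at or above 60%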;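 also: 0% = median plate neutral-control signal and 100% = twice that signal; values of inactives mirror those of a sister screen read the other way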
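Material: SR-BI-overexpressing, LDLR-lacking CHO cells; schedule: compound exposure 3 h, 37 °C; reagent: DiI-labelled HDL at 10 µg/mL final; technique: bottom-read fluorescence, 550/595 nm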
NSD2 HMT inh: blocks human histone methyltransferase NSD2; NSD2 peptide methylation, AlphaScreen, 120 min; actives 0.54% (n = 310,000); O96028; inhibition, % at 12.5 µM; AID 743445; in the data active = inhibition above about 50%
C-LANA FP: KSHV C-LANA DNA binding inhibition. MBP-C-LANA/FAM-LBS DNA binding, fluorescence polarization. inhibition, % at 9 µM. actives 0.078% (n = 340,000);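 active = highest replicate inhibition at or above 60% at 9 µM, even if other replicates fall short; inactive = all replicates below 60% inhibition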;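 also: 0% = neutral control wells and 100% = 4 µM acridine orange control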
Keap1 Nrf2 FP: inhibitors of human Keap1-Nrf2 protein-protein interaction | Q14145 | Keap1 Kelch-Nrf2 peptide fluorescence polarization, 1536-well | inhibition, % at 9.4 µM | actives 0.15% (n = 340,000); in the data active = inhibition above about 12%;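 also: human Keap1 Kelch domain with fluorescein labeled Nrf2 9mer peptide probe; 0% = neutral control wells and 100% = peptide positive control; higher means more block of Keap1 binding to Nrf2 peptide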
SR-BI DiI inh: inhibitors of mouse SR-BI mediated HDL lipid uptake. Q61009. ldlA[mSR-BI] CHO cells, DiI-HDL uptake fluorescence, 3 h. inhibition, % at 12.5 µM. actives 0.96% (n = 320,000). AID 488896;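 active = mean replicate inhibition of at least 70% and a set share of replicates each scoring 70 or more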;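 also: 0% = median of neutral control wells and 100% = median of positive control wells; values of inactives mirror those of a sister screen read the other way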
PvdQ acylase: blocks Pseudomonas aeruginosa PvdQ acylase activity. inhibition, % at 10 µM. purified PvdQ acylase, fluorescence plate reader. actives 0.063% (n = 340,000). AID 488965; in the data active = inhibition above about 30%, passing the limit was not always enough;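 also: 0% = vehicle neutral wells and 100% = reference inhibitor wells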
Numbers without * were called inactive; nt = not tested or not shown.

Preview:
smiles	RTF Ca sens inh	Arr AP2 block	DAGLB inhibitor	PKA-R2B activ	SR-BI DiI-HDL act	NSD2 HMT inh	C-LANA FP	Keap1 Nrf2 FP	SR-BI DiI inh	PvdQ acylase
O=C(O)c1ccc(Cl)c(S(=O)(=O)Nc2ccc(S(=O)(=O)Nc3cccc(Cl)c3)cc2)c1	-3.9	-4.3	0.4	-4.6	1.3	-1.1	1.0	9.2	-1.3	7.2
COc1ccccc1/C=C/C=N/n1c(-c2cc(-c3ccccc3)n[nH]2)n[nH]c1=S	1.8	-0.2	3.5	-11.8	-3.7	13.2	2.0	-2.8	3.7	-9.9

The whole of this part, previewed entries included:
smiles	RTF Ca sens inh	Arr AP2 block	DAGLB inhibitor	PKA-R2B activ	SR-BI DiI-HDL act	NSD2 HMT inh	C-LANA FP	Keap1 Nrf2 FP	SR-BI DiI inh	PvdQ acylase
O=C(O)c1ccc(Cl)c(S(=O)(=O)Nc2ccc(S(=O)(=O)Nc3cccc(Cl)c3)cc2)c1	-3.9	-4.3	0.4	-4.6	1.3	-1.1	1.0	9.2	-1.3	7.2
COc1ccccc1/C=C/C=N/n1c(-c2cc(-c3ccccc3)n[nH]2)n[nH]c1=S	1.8	-0.2	3.5	-11.8	-3.7	13.2	2.0	-2.8	3.7	-9.9
CCCOC(=O)CCCC[C@H]1SC[C@@H](NC(=O)OC)[C@H]1NC(=O)OC	4.4	-1.4	-6.7	-12.4	12.6	1.4	-0.9	-0.4	-12.6	5.4
O=C(NNC(=O)c1cccs1)c1ccc(Cl)c([N+](=O)[O-])c1	-8.3	5.3	0.2	4.0	2.6	53.8*	-0.1	0.7	-2.6	-7.1
COc1ccc(CNS(=O)(=O)NCc2ccccc2)cc1	3.7	-3.8	0.2	-7.4	2.1	-2.5	1.7	-4.1	-2.1	-3.8
O=S(=O)(c1ccc(F)cc1)n1ccc(-c2cccc(OCc3ccc(Cl)cc3Cl)c2)n1	0.4	18.2	-22.1	-0.4	-35.4	-2.3	-0.4	-1.2	35.4	-1.3
Cc1cc(C)n(-c2ccc(OCC(=O)O)nn2)n1	-2.8	3.4	-1.1	-6.8	11.2	16.4	0.2	-3.9	-11.2	-8.2
COCCCNC(=O)CCn1c(=O)c2ccccc2n(CC(=O)Nc2c(C)cccc2C)c1=O	-0.6	4.9	-3.1	0.0	13.2	-3.1	-0.6	5.3	-13.2	-7.8
COCCn1c(=O)[nH]c2cc(C(=O)N3CCN(c4cc(C)ccc4C)CC3)ccc2c1=O	-14.3	-5.6	0.7	-2.1	-12.9	-5.8	1.1	1.1	12.9	-5.6
CN(Cc1ccccc1)c1nc2c(c(=O)n(C)c(=O)n2C)n1CCSc1ncccn1	-0.3	-1.8	0.1	-12.1	24.2	nt	14.7	0.4	-24.2	-1.2
Cc1onc(-c2ccccc2Cl)c1C(=O)NC1CCS(=O)(=O)C1 (centres undefined)	-6.0	3.7	-1.4	-16.9	5.3	nt	0.4	-1.7	-5.3	-17.3
CCc1ccc(OC)c(S(=O)(=O)Nc2ccccc2C)c1	-14.4	-0.6	-1.4	-3.5	1.9	1.9	-1.0	-2.9	-1.9	-8.0
CCOC(=O)c1ccccc1NC(=O)Cn1cnc2c(nnn2-c2ccc(C)cc2)c1=O	2.2	4.6	0.5	-2.5	-5.3	nt	0.2	2.3	5.3	3.9
CSCCC(NC(=O)COc1ccccc1)C(=O)N(C)Cc1ccc(Cl)cc1Cl (centres undefined)	-1.4	-4.8	-3.5	-3.9	-3.3	0.9	-0.7	-3.5	3.3	-15.4
CCC(=O)Nc1c(-c2ccccc2)c(=O)c2ccccc2n1C	-1.8	4.1	-1.1	4.3	4.6	12.7	-0.7	-2.8	-4.6	-15.8
CC(C)(C)n1nnnc1C(c1ccccn1)N(Cc1ccccc1)Cc1ccc(Cl)cc1 (centres undefined)	-2.1	-0.8	-6.1	-5.1	5.9	3.6	-0.5	2.0	-5.9	-5.5
Cc1cccc(N(C(=O)c2snc(C(N)=O)c2N)C(C(=O)NCC2CCCO2)c2ccc(N(C)C)cc2)c1 (centres undefined)	9.9	12.1	0.7	-9.3	nt	3.9	0.5	3.4	nt	-1.2
Cc1ccccc1NC(=O)CNc1ccccc1N1CCCCC1	-34.4	7.6	-18.0	-10.0	-45.4	-0.5	0.8	-4.3	45.4	4.6
Cc1ccccc1NC(=S)NC(C)CCc1ccccc1 (centres undefined)	-4.1	14.2	-2.6	6.8	-45.4	0.1	-0.9	0.3	45.4	6.0
CCC1(c2ccccc2)NC(=O)N(CC(=O)Nc2cc(S(=O)(=O)N3CCOCC3)ccc2OC(C)C)C1=O (centres undefined)	-21.7	29.0	2.4	3.6	17.5	-0.2	-1.0	-3.2	-17.5	-7.8
CCCC[C@@H]1CNC(=S)N1CCc1cccc(F)c1	1.1	-6.9	1.1	-0.7	-0.7	nt	-0.2	2.2	0.7	-6.0
Cc1ccc2c(c1)N(CC(=O)N1CCCc3ccccc31)C(=O)C(C)O2 (centres undefined)	-8.4	14.0	-0.6	-7.5	0.7	nt	2.6	-0.7	-0.7	-13.9
O=C(CN1CCC(NC(=O)Nc2ccccc2-c2ccccc2)CC1)NCc1ccco1	-4.7	5.8	-0.3	4.8	-14.6	nt	-0.5	1.9	14.6	-0.6
CC(=O)Nc1ccc(S(=O)(=O)N(C)c2ccc(OCC(=O)Nc3ccccc3C(C)=O)cc2)cc1	-14.9	-5.2	0.6	4.5	-50.2	-2.2	0.8	0.9	50.2	-4.3
Cn1c(CCNC(=O)c2cccs2)nnc1SCC(=O)N1CCN(c2ccccc2)CC1	-7.3	11.4	0.1	-2.1	-6.5	12.9	2.6	0.7	6.5	-5.3
Cc1ccc2c(c1)c1c3n2CCN(C(=O)Cn2c(-c4ccccc4)noc2=O)C3CCC1 (centres undefined)	-16.7	-1.7	7.5	5.3	-23.4	-1.9	-1.5	-1.2	23.4	-17.6
CCOc1ccc(CN2CCSCC2)cc1	-8.7	0.1	-0.7	-2.0	5.0	-1.5	1.0	-4.2	-5.0	-10.9
CCCC(=O)C1=C(N(C)c2ccccc2)CC(C)(C)C(C(=O)OC)C1=O (centres undefined)	2.0	-1.0	-2.9	-11.4	26.1	1.0	-0.8	1.6	-26.1	-7.6
COc1ccc(CC(=O)c2ccc(OC3OC(CO)C(O)C(O)C3O)cc2O)cc1 (centres undefined)	-11.4	-2.2	-0.8	6.0	14.6	-0.5	1.3	-2.5	-14.6	-10.9
Cc1cc(C)c(S(=O)(=O)NCC(CCC(=O)O)C(F)(F)F)c(C)c1 (centres undefined)	-1.3	4.8	-1.0	-11.6	5.8	-2.6	0.3	-0.4	-5.8	-16.6
CC(Sc1nc(N2CCCCC2)c2c(c1C#N)CCCC2)C(=O)O (centres undefined)	0.2	4.6	9.7	-5.5	17.2	1.0	-0.7	2.2	-17.2	-2.9
O=C1CC(N2CCN(c3nc4ccccc4s3)CC2)C(=O)N1c1cccc(F)c1 (centres undefined)	-1.0	-9.5	4.7	-4.0	-9.5	-2.0	0.0	-5.3	9.5	-2.7

An excerpt from above in order of their number in SR-BI DiI inh, smallest number first:
| Molecule | SR-BI DiI inh |
| --- | --- |
| O=C(NNC(=O)c1cccs1)c1ccc(Cl)c([N+](=O)[O-])c1 | -2.6 |
| COCCn1c(=O)[nH]c2cc(C(=O)N3CCN(c4cc(C)ccc4C)CC3)ccc2c1=O | 12.9 |
| O=S(=O)(c1ccc(F)cc1)n1ccc(-c2cccc(OCc3ccc(Cl)cc3Cl)c2)n1 | 35.4 |

Next section:
smiles	RTF Ca sens inh	Arr AP2 block	DAGLB inhibitor	PKA-R2B activ	SR-BI DiI-HDL act	NSD2 HMT inh	C-LANA FP	Keap1 Nrf2 FP	SR-BI DiI inh	PvdQ acylase
CCOC(=O)/C=c1\s/c(=C\c2ccc(C#N)cc2)c(=O)n1CC(=O)NCc1ccco1	-4.0	2.8	1.1	-1.0	-4.1	0.0	3.1	-0.7	4.1	-14.8
CCOc1ccc(N2C(=O)C(Cl)=C(Nc3ccccc3O)C2=O)cc1	-10.4	21.0	3.5	4.5	-14.6	-2.2	-0.2	-3.1	14.6	-4.6
CCC(Cc1ccccc1)NC(=O)CSc1ccsc1[N+](=O)[O-] (centres undefined)	3.1	-12.9	-0.7	-6.3	20.8	0.1	0.7	2.0	-20.8	-8.7
CCOC(=O)c1sc2nc(C)n(N)c(=O)c2c1C	-11.5	4.5	-3.7	0.9	7.8	-1.6	-0.1	2.1	-7.8	-14.8
Nn1c(SCC(=O)Nc2cc(S(=O)(=O)N3CCOCC3)ccc2Cl)nnc1-c1cccnc1	-3.2	-2.2	-1.7	-6.3	-10.1	-0.7	-1.6	-1.3	10.1	-20.0
O=C(c1ccccn1)N1CCN(S(=O)(=O)c2ccccc2)CC1	-0.3	-5.0	0.0	-6.8	27.1	-5.8	-0.4	-3.4	-27.1	-9.7
O=C(Cc1cc(=O)oc2cc(O)ccc12)NC(Cc1ccc(Cl)cc1)C(=O)O (centres undefined)	1.5	-15.6	-2.6	0.9	11.5	-1.9	0.1	6.4	-11.5	1.1
CCOC(=O)C1CCN(C(=O)CN2C(=O)C(CC)Oc3ccccc32)CC1 (centres undefined)	3.5	8.8	-1.0	1.0	17.1	nt	0.6	-3.6	-17.1	-11.2
O=C(Nc1cccc2c1CCCC2)C1CCN(C(=O)NC2CCCCC2)CC1	-4.6	7.5	0.1	-2.6	-18.8	0.2	0.5	-4.8	18.8	-11.7
CCC(Sc1nncn1C)C(=O)Nc1nnc(-c2ccccc2Cl)s1 (centres undefined)	-0.1	-4.5	2.8	-10.6	-2.1	nt	-1.6	-7.6	2.1	-7.3
Cc1ccc2[nH]c3c(c2c1)CN(C)CC3	-2.9	8.8	4.0	-9.3	7.2	7.7	0.3	1.1	3.0	-0.8
O=C(Oc1ccccc1N1C(=O)C2CCCCC2C1=O)c1ccccc1F (centres undefined)	-4.5	-4.5	-3.1	11.4	0.5	-1.5	0.4	4.0	-0.5	-5.8
